# Screening data as filed in PubChem.
# HCMV inh: inhibitors of human cytomegalovirus; actives 4.5% (n = 410,000); activity change, negative = inhibition, % at 57.5 µM; HFF cells, HCMV-luciferase reporter, 72 h; hits give low values; in the data active means activity change below about -60%; inconclusive means no clear call, values can overlap the other calls; inactive means above about -39%
#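 After 16 h attachment at 37C, HFF cells received test compound and HCMV-luciferase (1 PFU/cell); reporter luminescence read 72 h later, data normalized against buffer-only and known inhibitor Salinomycin.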
# HCV inh: inhibitors of hepatitis C virus infection | AID 651820 | Huh7.5.1 HCVcc-Cre infection, luciferase reporter, 44 h | actives 3.4% (n = 340,000) | Potency, µM (top dose mostly 41.8 µM), for the others: top-dose activity change, negative = inhibition, usual class: inhibitors; further: potency means the concentration at half of the fitted maximal effect
#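 A cell-based infection assay in which seeded cells (1,000 per well) receive test compound after 4 h, are inoculated with HCVcc-Cre at approximately 0.5 moi, and are incubated 44 h before luminescence detection.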
# AmpC inh detg: inhibitors of E. coli AmpC beta-lactamase with detergent; P00811; actives 0.041% (n = 370,000); Potency, µM (series often up to 114 µM), for the others: at the top dose activity change, negative = inhibition, actives largely listed as inhibitors; AmpC hydrolysis of nitrocefin, absorbance 480 nm, 0.01% Triton;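 further: potency means the concentration at half of the fitted maximal effect; 0% = no-compound wells and -100% = no-enzyme wells; nearly all actives have a fitted effect of over 25% in size; some results filed as inactive show a strong effect at the top dose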
# Target sequence (P00811 whole entry, looked up): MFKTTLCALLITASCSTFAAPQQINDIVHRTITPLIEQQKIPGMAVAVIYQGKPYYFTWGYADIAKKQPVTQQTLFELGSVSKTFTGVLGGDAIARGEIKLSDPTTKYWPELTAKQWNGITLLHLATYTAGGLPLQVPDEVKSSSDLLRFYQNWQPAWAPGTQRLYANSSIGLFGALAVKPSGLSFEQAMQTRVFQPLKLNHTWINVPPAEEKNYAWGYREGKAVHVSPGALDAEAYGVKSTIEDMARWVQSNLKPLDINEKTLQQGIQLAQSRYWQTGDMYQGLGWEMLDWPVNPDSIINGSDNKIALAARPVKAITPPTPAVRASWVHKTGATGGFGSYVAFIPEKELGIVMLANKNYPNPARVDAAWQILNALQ
#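 AmpC (5.3 nM in the dispensed reagent) in 20 mM phosphate pH 7.0 with 0.01% (detergent screen) or 0.0001% Triton X-100 was preincubated with compounds for 15 min at room temperature. Nitrocefin was then added from an 800 uM solution, and hydrolysis was followed at 480 nm.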
# Giardia FBPA inh: inhibitors of Giardia lamblia fructose-1,6-bisphosphate aldolase | purified Giardia FBPA | Potency, µM (titrated, usually from 59.6 µM), without a hit: top-dose activity, negative = inhibition, most hits filed as inhibitors | actives 0.71% (n = 290,000) | AID 2451; further: potency means the concentration at half of the fitted maximal effect; nearly all actives have a fitted effect of over 55% in size
# Target sequence (A8B2U2 whole entry, looked up): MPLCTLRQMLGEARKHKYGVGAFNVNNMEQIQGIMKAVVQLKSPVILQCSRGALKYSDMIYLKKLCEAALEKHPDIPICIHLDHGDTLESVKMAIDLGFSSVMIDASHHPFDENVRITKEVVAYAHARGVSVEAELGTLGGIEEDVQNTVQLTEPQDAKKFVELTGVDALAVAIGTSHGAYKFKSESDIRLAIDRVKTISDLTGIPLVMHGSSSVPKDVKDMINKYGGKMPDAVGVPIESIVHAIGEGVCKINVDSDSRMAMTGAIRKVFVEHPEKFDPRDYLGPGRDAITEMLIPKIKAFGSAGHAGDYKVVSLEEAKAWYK
#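 40 nM FBPA preincubated 10 min at RT with compound (up to 57.5 uM final), then substrate plus GAPDH/TPI/NAD/arsenate coupling and diaphorase/resazurin added. Fluorescence read after 20 min at RT, 525/598 nm.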
# Sm TGR inh: inhibitors of Schistosoma mansoni thioredoxin glutathione reductase; actives 3% (n = 360,000); purified TGR, DTNB reduction, TNB absorbance 405 nm; Q962Y6; Potency, µM (doses to about 114 µM), without a hit: at the top dose activity change, negative = inhibition, most hits filed as inhibitors; further: potency means the concentration at half of the fitted maximal effect; nearly all actives have a fitted effect of over 60% in size
#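 Kinetic colorimetric format: TGR-catalysed, NADPH-driven DTNB reduction monitored via TNB absorbance. Enzyme dispensed at 20 nM; compound exposure 15 min at room temperature before reaction start.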
# AmpC inh no detg: inhibitors of E. coli AmpC beta-lactamase without detergent; P00811; AmpC nitrocefin hydrolysis, absorbance 480 nm, 0.0001% Triton; actives 0.52% (n = 330,000); Potency, µM (series often up to 57.1 µM), without a hit: at the highest dose activity change, negative = inhibition, most hits filed as inhibitors;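 further: potency means the concentration at half of the fitted maximal effect; plate controls were no compound for no effect and no enzyme for full effect; nearly all actives have a fitted effect of over 20% in size; some results filed as inactive show a strong effect at the top dose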
#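 20 mM phosphate pH 7.0 + 0.01% (detergent screen) or 0.0001% Triton X-100; 5.3 nM AmpC reagent; cpd preinc 15 min RT; nitrocefin (800 uM stock) to start; A480 q20 s × 4 min; Activity was normalised to no-enzyme and no-compound control wells.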
# * hit, by the source's call; ? = inconclusive; . = no result given; & = joins results of further samples; [ ] = another dose, or the depositor's remark. Unless noted, the call rests on the fitted dose curve; in most records, active means well fitted curve in the direction sought with a large enough effect; inconclusive means small, poorly fitted or top-dose-only effect, or another doubt; inactive means no such curve, though single readings can be large; an effect the other way counts as inactive or inconclusive. Unless noted, on the % scale 0 is the no-effect control and ±100 the full control effect.
SMILES,HCMV inh,HCV inh,AmpC inh detg,Giardia FBPA inh,Sm TGR inh,AmpC inh no detg
O=c1c2[nH]cnc2n(-c2ccc(F)cc2)c(=O)n1Cc1ccccc1,-20,20%,0%,-23%,8%,-15%
CC(=O)Nc1ccc(N(C(=O)CNC(=O)c2cccs2)C(C(=O)NCC2CCCO2)c2ccccc2)cc1 (stereo not drawn),-32,8%,-14%,-2%,21%,-5%
Cc1[nH]c(=S)sc1Cc1ccc(F)cc1,-21,12%,-10%,6%,-5%,-31%
N#CCN1CCCC(C(N)=O)C1 (stereo not drawn),10,1%,7%,-7%,4%,-13%
CC(C)c1ccc(NC(=O)c2snc3ccc(Cl)cc23)cc1,163,?,-8%,-12%,1%,-20%
CCCCN(CCCC)CCn1cnc2c([nH]c3ccc(OC)cc32)c1=O,-11&-20,-2%,?,-1%,7%&-8%,20µM*
Cc1ccc(Nc2c(-c3ccc(N4CCOCC4)cc3)nc3cnccn23)cc1,104,-17%,1%,-1%,-2%,110%[activator]
COc1ccc(C(=O)NC(=S)NNC(=O)CNC(=O)C2CCCCC2)cc1,-18,4%,8%,12%,-1%,-25%
CC(C)N1CCc2c(sc(NC(=O)c3ccc(S(=O)(=O)N4CCOCC4)cc3)c2C(N)=O)C1,-8,-2%&-30%,3%,-9%,-11%,66%[activator]
Cc1c(C(=O)N2CCN(c3ccccc3F)CC2)sc2nc(-c3ccccc3)cn12,-32,?,-3%,2%,12%,-2%
O=C(O)Cc1ccc(NC(=O)Cc2ccc3ccccc3c2)cc1,18,19%,1%,9%,0%,-14%
Cc1ccc(C(=O)O/N=C/c2c(C)nn(C)c2Cl)cc1,0,10%,?,4%,8%,40%
COC(CN(C)C(=O)C1CCCN(S(=O)(=O)c2ccc3c(c2)oc(=O)n3C)C1)OC (stereo not drawn),-30,7%,-12%,6%,1%,-6%
COc1ccc(C(=O)NCCS(=O)(=O)N2CCCC2)cc1,8,-21%,?,.,2%,-12%
Cc1cccc(OP(N)(N)=O)c1C,-28,6%,-8%,7%,10%,-27%
O=C(CCNC(=O)c1ccc([N+](=O)[O-])cc1)Nc1nc2ccccc2[nH]1,28,8%,-12%,.,-3%,-12%
CCOc1cccc(C(=O)Nc2cccc(C(=O)NC(C)(C)C)c2)c1,-24,?,?,6%,1%,-21%
COc1cccc(NC(=O)CN(C)C(=O)c2ccccc2-c2nc3ccccc3s2)c1,2,0%,-11%,.,2%,-5%
CCOc1cc2c3c(c1)C(C)CC(C)(C)N3C(=O)C2=O (stereo not drawn),-36,.,1%,0%,5%,-9%
COc1cccc(NS(=O)(=O)c2cc3c(cc2C)N(C(C)=O)CCO3)c1,19,-18%,-4%,9%,8%,3%

# Reprinted at random: 4 entries already listed
SMILES,HCMV inh,HCV inh,AmpC inh detg,Giardia FBPA inh,Sm TGR inh,AmpC inh no detg
COc1ccc(C(=O)NC(=S)NNC(=O)CNC(=O)C2CCCCC2)cc1,-18,4%,8%,12%,-1%,-25%
COc1cccc(NS(=O)(=O)c2cc3c(cc2C)N(C(C)=O)CCO3)c1,19,-18%,-4%,9%,8%,3%
CCCCN(CCCC)CCn1cnc2c([nH]c3ccc(OC)cc32)c1=O,-11&-20,-2%,?,-1%,7%&-8%,20µM*
CC(=O)Nc1ccc(N(C(=O)CNC(=O)c2cccs2)C(C(=O)NCC2CCCO2)c2ccccc2)cc1 (stereo not drawn),-32,8%,-14%,-2%,21%,-5%

# Structures listed so far containing an aryl methoxy group, in the order listed:
SMILES,HCMV inh,HCV inh,AmpC inh detg,Giardia FBPA inh,Sm TGR inh,AmpC inh no detg
CCCCN(CCCC)CCn1cnc2c([nH]c3ccc(OC)cc32)c1=O,-11&-20,-2%,?,-1%,7%&-8%,20µM*
COc1ccc(C(=O)NC(=S)NNC(=O)CNC(=O)C2CCCCC2)cc1,-18,4%,8%,12%,-1%,-25%
COc1ccc(C(=O)NCCS(=O)(=O)N2CCCC2)cc1,8,-21%,?,.,2%,-12%
COc1cccc(NC(=O)CN(C)C(=O)c2ccccc2-c2nc3ccccc3s2)c1,2,0%,-11%,.,2%,-5%
COc1cccc(NS(=O)(=O)c2cc3c(cc2C)N(C(C)=O)CCO3)c1,19,-18%,-4%,9%,8%,3%

# Looked up above.
# In Giardia FBPA inh, O=c1c2[nH]cnc2n(-c2ccc(F)cc2)c(=O)n1Cc1ccccc1 reads -23%
# In HCMV inh, Cc1ccc(C(=O)O/N=C/c2c(C)nn(C)c2Cl)cc1 reads 0

# New compounds follow:
SMILES,HCMV inh,HCV inh,AmpC inh detg,Giardia FBPA inh,Sm TGR inh,AmpC inh no detg
Cn1cnnc1SCC(=O)Nc1cccc(S(=O)(=O)N2CCCCCC2)c1,-35,-8%,-6%,4%,-6%,-15%
COc1ccc(CN(C)CC(=O)Nc2ccccc2C(F)(F)F)cc1,-31,1%,-2%,0%,-16%,35%
O=C(CN1C(=O)C(=O)N(C2CCCC2)C1=O)Nc1ccc(Cl)cc1C(F)(F)F,0,-6%,7%,.,4%,-11%
Cc1ccc(NC(=O)c2ccc3snnc3c2)cc1,19,-15%,0%,8%,3%,0%
COc1cc(NC(=O)CSCc2ccc(Cl)cc2)c(C(=O)O)cc1OC,20,21%,-10%,5%,0%,-22%
Cc1ccc(S(=O)(=O)CCC(=O)OCc2nc(N)nc(Nc3ccccc3C)n2)cc1,16,7%,?,.,-2%,2%
Cc1csc(NC(=O)CSc2nnc(-c3ccoc3C)o2)n1,50,?,1%,-3%,-14%,-4%
O=c1c2c(nc3cc(-c4ccc(Cl)cc4)[nH]n13)CCS2,25,1%,-5%,-11%,-1%,-20%
COc1cc(C(=O)OC2CCOC2=O)c([N+](=O)[O-])cc1OC (stereo not drawn),-1,11%,?,11%,0%,0%
CCN(c1ccccc1)S(=O)(=O)c1ccc(OCC(=O)N2CCCC2)cc1,-14,16%,6%,.,5%,21%
COc1ccc(-c2nnc(SCC(=O)c3ccc([N+](=O)[O-])cc3)o2)cc1OC,-3,.,23%,.,-2%,.
CCOc1ccc(C(=O)Nc2c(C(=O)N3CCC(N4CCCCC4)CC3)oc3ccccc23)cc1,-28,?,-10%,.,0%,64%[activator]
Cc1ccc(NC(=O)NC(=O)CN2C(=O)NC3(CCc4ccccc43)C2=O)c(C)c1 (stereo not drawn),34,?,-1%,-8%,11%,17%
O=C(C1=C[C@@H](c2ccc(Br)cc2)C[C@@H](OCCCCO)O1)N1CCOCC1,8,20%,8%,1%,?,61%[activator]
O=C(CN1C(=O)NC2(CCCCCC2)C1=O)NCc1ccc(Cl)cc1,-11,-23%,.,.,.,-11%
C[C@H](NC(=O)c1nc[nH]c1C(=O)N1CCN(C(=O)OC(C)(C)C)CC1)c1ccccc1,-5,-10%,4%,.,-6%,89%[activator]
COc1ccc(OC)c(NC(=O)CSc2nnc(C3CCCCC3)n2N)c1,4,?,-16%,.,0%,-3%
CCOc1ccccc1NC(=O)CSc1nc2c(oc3ccccc32)c(=O)n1C(C)C,12,.,20%,.,1%,.
OC(CN1CCN(c2ccccc2)CC1)c1ccc2c(c1)CCN2 (stereo not drawn),26,1%,-6%,-11%,-6%,-6%
COc1cccc(CNC(=O)CCNC(=O)c2ccco2)c1,0,10%,-13%,.,-3%,-16%

# Reformatted field by field: two of the compounds above.
Cc1ccc(S(=O)(=O)CCC(=O)OCc2nc(N)nc(Nc3ccccc3C)n2)cc1
  HCMV inh = 16
  HCV inh = 7%
  AmpC inh detg = ?
  Giardia FBPA inh = .
  Sm TGR inh = -2%
  AmpC inh no detg = 2%

Cc1csc(NC(=O)CSc2nnc(-c3ccoc3C)o2)n1
  HCMV inh = 50
  HCV inh = ?
  AmpC inh detg = 1%
  Giardia FBPA inh = -3%
  Sm TGR inh = -14%
  AmpC inh no detg = -4%

# Going on with the list:
SMILES,HCMV inh,HCV inh,AmpC inh detg,Giardia FBPA inh,Sm TGR inh,AmpC inh no detg
NS(=O)(=O)c1ccc(NC(=O)COC(=O)CCCN2C(=O)c3cccc4cccc(c34)C2=O)cc1,-39,-14%,.,.,.,-41%
Cc1ccc(C)c(OCCOCCn2c(-c3ccc(Br)cc3)nc3ccccc3c2=O)c1C,16,.,1%,.,-1%,.
COc1cc(/C=C/C(=O)NC(C)(C)C)ccc1OCc1ccccc1,-7,-16%,?,0%,-2%,0%
Cc1ccc2[nH]c(C(=O)N3CCN(c4cccc(Cl)c4)CC3)cc2c1,-8,13%,-15%,7%,-1%,-22%
Cc1n[nH]c(C)c1N1C(=O)c2cccc3c(Br)ccc(c23)C1=O,-3,?,-7%,0%,-3%,25%
CN(CC(=O)NCc1ccccn1)S(=O)(=O)c1ccc(Br)cc1,17,12%,2%,3%,.,-12%
CCN(CC)S(=O)(=O)c1ccc(C(=O)NNc2nc(-c3ccccc3)c3cc(Br)ccc3n2)cc1,-22,-28%,-3%,8%,4%,-12%
CC(c1ccccc1)C(NC(=O)OCC1c2ccccc2-c2ccccc21)C(=O)O (stereo not drawn),11,0%,-2%,.,0%,-13%
COc1ccc(Cl)cc1C(=O)OCC(=O)NCCNC(=O)COC(=O)c1cc(Cl)ccc1OC,-5,-12%,-6%,.,-12%,176%[activator]
COc1ccc(-n2c(=O)c3c4c(sc3n(Cc3cc(=O)n5c(C)cccc5n3)c2=O)CCC4)c(OC)c1,-31,.,12%,.,4%,.
CC12CC3CC(C)(C1)CC(C(=O)Nc1nncs1)(C3)C2,-17,4%,1%,-1%,10%,-4%
CSc1ccc(Cl)c(C(=O)NNC(=O)c2cccs2)c1,23,8%,.,.,.,-15%
O=C(COc1ccc2c3c(c(=O)oc2c1)CCC3)NCC1CCC(C(=O)O)CC1 (stereo not drawn),11,-10%,?,-6%,-3%,-21%
Cc1ccc(S(=O)(=O)NC2(C(=O)O)CCCCC2)cc1,7,11%,0%,7%,-4%,-23%
COC(=O)C1=C(C(=O)OC)C2(OC1c1ccc(Br)cc1)C(=O)c1ccccc1C2=O (stereo not drawn),23,9%,-3%,0%,?,-13%
Cc1c(C(=O)NCCC2=CCCCC2)cccc1[N+](=O)[O-],12,13%,?,.,-20%,0%
COc1cc(/C=C2\C(=N)N3N=C(S(C)(=O)=O)SC3=NC2=O)cc(OC)c1OCCOc1ccc(C)cc1,20,11%,0%,3%,-21%,-42%
Cc1cccc(N2CCN(C(=O)C(C)n3nc(C)n4c(cc5occc54)c3=O)CC2)c1C (stereo not drawn),7&-39,10µM*,10%&-6%,1%,-1%&5%,127%[activator]
COc1ccccc1C(=O)NC(CCSC)C(=O)NNC(=O)c1ccncc1 (stereo not drawn),-30,-4%,9%,.,?,-6%
O=C1/C(=C\c2c(NCCOCCO)nc3ccccn3c2=O)SC(=S)N1Cc1ccco1,7,-25%,-13%,2%,-1%,-2%
CN(Cc1cccc(F)c1)C(=O)c1cccc(S(=O)(=O)N2CCN(Cc3ccccc3)CC2)c1,.,-25%,1%,.,4%,176%[activator]
Nc1ccccc1Nc1ccc([N+](=O)[O-])cc1[N+](=O)[O-],?,-4%,?,-18%,-2%,-15%
CCc1nc2ccccc2n1Cc1ccccc1F,?,16%,-1%,11%,.,-1%
CCOC(=O)C1CCCc2c1[nH]c1c(C(N)=O)cccc21 (stereo not drawn),35,31%[activator],3%,15%,4%,78%[activator]

# Hits appear at their usual frequency. About 9.9% of those tested had a hit in this group.
